# Source: PubChem BioAssay (Sanford-Burnham Center for Chemical Genomics)
# SENP7 inh: SENP7 protease inhibition; Q9BQF6; inhibition, % at 5 µM; recombinant SENP7, Z-RLRGG-aminoluciferin luminescence, 40 min; AID 434973; 1.5% of 330,000 active;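 active = inhibition above about 50% at the single test dose, limit read from the data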;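 note: plate controls were DMSO with enzyme for no effect and no enzyme buffer wells for full effect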
# Target sequence (Q9BQF6 706-1050 limits assumed): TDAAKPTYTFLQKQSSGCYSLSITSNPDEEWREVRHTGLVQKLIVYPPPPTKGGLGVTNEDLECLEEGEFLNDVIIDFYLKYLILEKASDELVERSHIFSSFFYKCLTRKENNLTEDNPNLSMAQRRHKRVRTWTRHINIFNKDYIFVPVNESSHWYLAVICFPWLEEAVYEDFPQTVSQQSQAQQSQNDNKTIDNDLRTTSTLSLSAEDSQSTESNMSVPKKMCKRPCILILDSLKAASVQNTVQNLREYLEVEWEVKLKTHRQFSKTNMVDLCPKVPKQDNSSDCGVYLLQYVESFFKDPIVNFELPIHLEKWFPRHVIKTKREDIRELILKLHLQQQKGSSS
# PfG6PD inh: PfG6PD (Plasmodium falciparum) enzyme inhibition; PfGluPho enzyme, NADPH resazurin-diaphorase fluorescence; inhibition, % at 20 µM; 0.78% of 350,000 active; AID 504690;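 active = inhibition reaching at least a set limit at 20 µM in the primary screen, cut at about 59% in these data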;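 note: 0% = DMSO wells with substrate and 100% = DMSO wells lacking glucose-6-phosphate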
# HKDC1 inhibitor: inhibitors of human hexokinase HKDC1; Q2TB90; recombinant HKDC1, G6PDH/diaphorase resazurin coupled fluorescence; inhibition, % at 20 µM; 0.16% of 340,000 active; AID 493160;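 active = inhibition above about 35% when tested at 20 µM, limit read from the data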;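 note: plate controls were DMSO wells with enzyme for no effect and DMSO wells lacking enzyme for full effect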
#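 Assay system: in-house recombinant HK5 (HKDC1) enzyme. Input: HKDC1 at 5 µg/mL. Medium: Tris pH 8.0 buffer with MgCl2, Tween-20, BSA, BME. Dosing: single 20 µM dose. Schedule: 90 min reaction incubation at room temperature, dark. Signal: resazurin-to-resorufin fluorescence via G6PDH and diaphorase coupling, 525/613 nm. Controls: DMSO-enzyme wells negative, buffer-substituted wells positive.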
# SENP6 block: blocks the human protease SENP6. Q9GZR1. 1.8% of 330,000 active. inhibition, % at 10 µM. Recombinant SENP6 catalytic domain, aminoluciferin luminescence;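 active = inhibition above about 50% at the single tested dose, limit read from the data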;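 note: plate controls were DMSO wells with enzyme for no effect and DMSO wells lacking enzyme for full effect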
# UBC13 polyUb: inhibitors of human UBC13 polyubiquitin chain formation | 0.47% of 330,000 active | inhibition, % at 20 µM | TR-FRET; in the data active = inhibition above about 45%, passing the limit was not always enough
# Target sequence (P61088 whole entry, looked up): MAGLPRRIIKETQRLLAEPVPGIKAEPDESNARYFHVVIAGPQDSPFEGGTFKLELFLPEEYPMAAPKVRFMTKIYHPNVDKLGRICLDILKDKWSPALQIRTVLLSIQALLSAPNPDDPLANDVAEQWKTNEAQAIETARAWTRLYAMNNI
# SENP8 block-1: blocks the human protease SENP8; purified SENP8, Z-RLRGG-aminoluciferin cleavage, luminescence; AID 2540; inhibition, % at 10 µM; 1.2% of 330,000 active; in the data active = inhibition above about 50%
# Target sequence (Q96LD8 whole entry, looked up): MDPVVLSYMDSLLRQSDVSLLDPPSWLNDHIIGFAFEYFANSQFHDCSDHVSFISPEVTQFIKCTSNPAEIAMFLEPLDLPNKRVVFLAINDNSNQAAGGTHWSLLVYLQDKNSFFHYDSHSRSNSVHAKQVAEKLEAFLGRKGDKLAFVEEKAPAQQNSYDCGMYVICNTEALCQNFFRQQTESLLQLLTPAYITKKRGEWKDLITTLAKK
# SENP1 inh: SENP1 (human) catalytic domain inhibition | Q9P0U3 | recombinant SENP1 catalytic domain, CyPet-SUMO1-YPet FRET cleavage | inhibition, % at 10 µM | 0.21% of 360,000 active | AID 624204;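 active = inhibition at least 30% at 10 µM, raw YFP signal under a set limit, fluorescence ratio 0.5 to 1.5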;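 note: 0% = enzyme with DMSO and 100% = no enzyme wells; some results filed as inactive read as strong as hits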
# Target sequence (Q9P0U3 419-644 limits assumed): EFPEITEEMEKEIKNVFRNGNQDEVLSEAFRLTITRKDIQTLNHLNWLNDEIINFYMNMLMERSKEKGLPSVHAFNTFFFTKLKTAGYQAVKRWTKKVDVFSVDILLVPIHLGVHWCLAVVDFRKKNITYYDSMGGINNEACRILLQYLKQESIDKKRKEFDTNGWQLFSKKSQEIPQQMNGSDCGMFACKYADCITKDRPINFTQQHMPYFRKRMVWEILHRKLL
#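 Material – human SENP1 catalytic domain · Input – SENP1 enzyme, 20 pM final · Compound dosing – single concentration of 10 µM compound, 0.5% DMSO final · Timing – enzyme reaction for 50 min at room temperature, dark · Measured by – FRET fluorescence in CFP and YFP emission channels · Control set – no-enzyme wells low, DMSO-plus-enzyme wells high control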
# SENP8 block-2: SENP8 (human) protease inhibition; AID 602440; 0.64% of 360,000 active; inhibition, % at 20 µM; recombinant SENP8, Nedd8 substrate fluorescence; Q96LD8; in the data active = inhibition mostly above about 40%, no sharp cut-off; inactive = mostly below about 27%
# beta cell repl: inducers of beta-cell replication in MIN6 cells; proliferation, % at 10 µM; AID 2380; 0.29% of 330,000 active; MIN6 cells proliferation, ATPlite luminescence, 48 h; cells starved in 0.2% serum; 100% = growth in 10% serum;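 active = compounds whose signal lies at least 3.5 SD above the mean of all wells on their plate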;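 note: 0% = DMSO-treated cells in low-serum medium and 100% = 10% serum control; some compounds called inactive have numbers as strong as hits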
# * hit, by the source's call; . = no result given.
canonical_smiles,SENP7 inh,PfG6PD inh,SENP6 block,HKDC1 inhibitor,beta cell repl,SENP8 block-2,UBC13 polyUb,SENP1 inh,SENP8 block-1
O=S1(=O)c2c(Oc3cccc4ccccc34)cccc2OC(COCc2ccccc2)CN1C1CCCC1 (stereo not drawn),.,-2,.,-1,.,-2,.,0,.
O=C(Nc1ccc(CN2CCOCC2)cc1)c1cc(Cl)ccc1Cl,-2,10,9,-2,-1,8,8,1,0
O=C1C=C(N2CCOCC2)C2(CCCCC2)O1,-2,5,9,-12,-4,0,-8,0,-5
COc1ccc(Cc2nc3ccc(C(=O)NCC4COCCO4)cc3o2)cc1OC (stereo not drawn),11,2,-1,-6,2,15,-7,-1,-13
COC(=O)c1ccc(NC(=O)CSc2nc(=O)n3cccc(C)c3n2)cc1,7,8,-1,3,0,-101,-7,0,8
Cc1ccc(N(CC(=O)N2CCCC2)S(C)(=O)=O)cc1C,10,-6,3,-10,-3,15,-4,-5,6
Cc1cc(C)nc(NS(=O)(=O)c2ccc(NC(=O)C3COc4ccccc4O3)cc2)n1 (stereo not drawn),-5,-17,9,-1,0,0,-2,0,0
Cc1cccc(NC(=O)N2CCN(Cc3ccccc3)CC2)c1,1,-3,-6,-10,3,3,6,1,-4
O=CN1CCN(C(=O)c2ccc(-c3nc4ccccc4s3)s2)CC1,-3,-5,-23,-3,-2,-413,-6,2,-7
Cc1ccc(C(=O)Nc2ccc(C(=O)O)cc2)cc1S(=O)(=O)Nc1cccc([N+](=O)[O-])c1,-5,31,-7,-5,-3,35,-3,2,-14
Cc1ccc(C(=O)N2CC(C)OC(C)C2)cc1[N+](=O)[O-] (stereo not drawn),2,-22,3,-9,1,-5,4,2,-2
COC(C(=O)N/N=C(\C)CC(=O)Nc1ccc(N(C)C)cc1)c1ccccc1 (stereo not drawn),4,6,-16,-13,-2,20,3,-1,2
O=C(CSc1nnc(CNC(=O)c2ccc(F)cc2)o1)NCc1ccccc1Cl,0,-8,6,-5,8,8,2,3,-4
C=CCC1Cc2c(cccc2[N+](=O)[O-])C(CC=C)N1 (stereo not drawn),1,14,2,-2,0,23,-8,1,-4
Cc1c(C(=O)NN)[nH]c2ccc([N+](=O)[O-])cc12,-5,-7,-7,0,-2,12,-8,2,-4
CC1=CC2=NC(=O)CC(C)(C(=O)N(CC(=O)NC(C)(C)C)Cc3ccccc3)N2C=C1 (stereo not drawn),-9,1,-25,-11,-3,-396,3,4,-11
Cc1ccc(-n2nnnc2SCC(=O)Nc2ccccc2N2CCCCC2)cc1C,2,7,2,-5,-2,15,-2,0,-3
c1cncc(-c2nn3cnnc3s2)c1,-3,1,-5,-5,-3,14,-1,1,-1
Cc1cccc(SCc2noc(C(=O)NCC3CCCO3)c2C(=O)O)c1 (stereo not drawn),-10,-5,0,3,2,5,-3,2,-1
CCC(C)N=C1SCC(C)(/C=N/O)S1 (stereo not drawn),10,7,2,-6,0,2,-4,1,2
CCOCCn1c(SCCc2ccccc2)nc2c1c(=O)[nH]c(=O)n2C,-3,11,-2,-3,4,19,4,1,0
COc1ccccc1NC(=O)C(C(C)C)N1C(=O)c2ccccc2C1=O (stereo not drawn),-11,4,17,-6,-1,4,4,-1,-3
COc1ccc(CCNS(=O)(=O)c2c(C)nc3scc(C)n3c2=O)cc1OC,3,1,-18,1,0,-26,-10,2,-5
CC(NC(=O)c1cc(-c2ccc3c(c2)OCO3)nc2ccccc12)C(C)(C)C (stereo not drawn),1,-6,0,5,3,-266,15,-3,-4
CN(C(=O)c1cc2c(s1)-c1ccccc1S(=O)(=O)C2)c1ccccc1F,2,-14,3,10,-1,16,-3,2,2
CCC(=O)N1CCN=C1SCc1ccc(Cl)cc1,1,0,-1,0,-2,23,-8,0,3
O=C(CSc1nnc(-c2ccccc2Cl)o1)N1CCCC1,1,-4,-12,-5,8,8,-1,2,4
O=C1OC(c2ccccc2)/C(=C(/O)c2ccccc2)C1=O (stereo not drawn),-1,-19,-13,-5,0,32,-8,1,-3
O=C(N/N=C/C1CC=CCC1)c1cc(Br)ccc1O (stereo not drawn),-10,-9,5,-8,1,-94,-12,2,-19
O=C(CSc1nc2ccc([N+](=O)[O-])cc2[nH]1)NC1CCCC1,1,7,12,16,0,35,-4,0,8
CCc1ccccc1NC(=S)N=Nc1c(O)n(C)c2ccc(S(=O)(=O)N3CCOCC3)cc12,9,4,-3,-9,-3,31,-40,8,1
COc1ccc(C(=O)COC(=O)/C=C/c2ccccc2)cc1,4,0,4,-3,2,9,0,1,0
CCOc1ccccc1C(=O)NN1CCOCC1,-1,11,-3,-10,-4,2,1,2,-7
COc1ccccc1NC(=O)C1CCCN(c2cnccn2)C1 (stereo not drawn),1,-8,1,-2,2,-367,0,0,4
O=C(NNc1nc(-c2ccc(F)cc2)cs1)c1ccccc1,10,10,-8,-14,-6,-19,-14,5,8
CC(=NCCCn1ccnc1)C1=C(O)c2ccccc2C1=O,4,12,6,-4,-1,-1,8,1,3
O=C(Nc1ccc(/C=C/c2nc3ccccc3o2)cc1)c1c(F)cccc1F,-3,10,7,-3,-2,-400,-4,-74,13
COC(=O)c1ccc(NC(=O)CSc2nn3c(=O)c(C)nnc3s2)cc1,7,4,-6,-5,0,14,10,1,4
O=C(O)CC/C(=C\c1cc([N+](=O)[O-])ccc1Cl)c1nc2ccccc2s1,.,-31,.,0,.,16,.,2,.
CC1(C)C(=O)OC(c2cc(Br)ccc2O)C(C)(C)C1=O (stereo not drawn),-1,6,-1,12,-4,-21,-5,3,1
CC(=O)Nc1ccc(N(C(=O)c2ccco2)C(C(=O)NC2CCCCC2)c2ccccc2)cc1 (stereo not drawn),3,-13,-4,-5,0,9,14,0,2
Cc1ccc(CN2CCC(CNC(=O)c3ccc(NC(=O)C4=CSCCO4)cc3)CC2)cc1,6,0,-11,-6,-2,11,72*,-2,-7
S=c1[nH]c2cc3c(cc2[nH]1)OCCO3,1,19,-1,0,-1,9,0,0,8
Cc1ccccc1-c1noc(-c2ccccc2C(=O)O)n1,3,-16,8,2,2,10,0,1,-7
Cc1cc(C(=O)NN=C(Cc2ccccc2)Cc2ccccc2)c(C)o1,5,-11,-7,-2,-1,15,5,4,-3

# 3 entries from above, with each value named.
SMILES: O=C(Nc1ccc(CN2CCOCC2)cc1)c1cc(Cl)ccc1Cl
  SENP7 inh: -2	PfG6PD inh: 10	SENP6 block: 9	HKDC1 inhibitor: -2	beta cell repl: -1	SENP8 block-2: 8	UBC13 polyUb: 8	SENP1 inh: 1	SENP8 block-1: 0
SMILES: O=C1C=C(N2CCOCC2)C2(CCCCC2)O1
  SENP7 inh: -2	PfG6PD inh: 5	SENP6 block: 9	HKDC1 inhibitor: -12	beta cell repl: -4	SENP8 block-2: 0	UBC13 polyUb: -8	SENP1 inh: 0	SENP8 block-1: -5
SMILES: COc1ccc(Cc2nc3ccc(C(=O)NCC4COCCO4)cc3o2)cc1OC (stereo not drawn)
  SENP7 inh: 11	PfG6PD inh: 2	SENP6 block: -1	HKDC1 inhibitor: -6	beta cell repl: 2	SENP8 block-2: 15	UBC13 polyUb: -7	SENP1 inh: -1	SENP8 block-1: -13

# Continuation:
canonical_smiles,SENP7 inh,PfG6PD inh,SENP6 block,HKDC1 inhibitor,beta cell repl,SENP8 block-2,UBC13 polyUb,SENP1 inh,SENP8 block-1
CC(C)(C)NC(=O)NC(=O)CN1CCCc2ccccc21,-9,3,36,-1,-2,-172,-11,-38,-5
O=C(CCc1nnc2ccc(NCc3ccco3)nn12)Nc1ccc(F)cc1,-5,-3,-7,0,-4,-8,-5,-14,-17
O=C(NC(=S)NCCC1=CCCCC1)c1cncc(Br)c1,-5,13,12,0,-4,8,5,1,-6
COc1ccccc1C(CNC(=O)CCNC(=O)c1ccccc1Cl)N1CCCC1 (stereo not drawn),-4,4,5,21,1,27,-4,4,-2
CSc1ccccc1NC(=O)COC(=O)CCCOc1ccc(C)cc1,6,-11,-18,4,0,2,0,1,-11
O=C(Nc1ccc(O)c2c(=O)cc(-c3cccc(Cl)c3)oc12)c1ccc(F)cc1,5,0,-17,-4,-3,18,-25,0,-10
COc1ccc(C(=O)NCC2(c3ccccc3)CCOCC2)cc1[N+](=O)[O-],-1,-7,-2,5,1,13,-11,2,-10
COc1ccccc1C(c1nnnn1C1CCCC1)N1CCN2CCCC2C1 (stereo not drawn),10,-5,-12,-3,-2,5,-1,-4,-7
CC/C(=C\c1ccc(Cl)cc1)c1ccncc1,.,8,.,-4,.,23,.,1,.
O=C(CSc1nnc(SCc2ccc(Cl)cc2)s1)c1ccc2c(c1)OCO2,6,11,-8,-6,0,21,-10,2,-2
COc1ccc(C(=O)N2CCN(Cc3ccccc3)CC2)cc1[N+](=O)[O-],4,-2,-22,-5,-2,10,7,1,2
CCn1c(=O)c2cc(C(=O)N3CCOCC3)sc2c2ccccc21,5,-3,8,-1,1,-282,3,0,-7
Cc1nn(CC(=O)NC2CCC(C)CC2)c(=O)c(C#N)c1C (stereo not drawn),11,1,-4,4,-1,-14,-5,-5,-9
Cc1cc(-c2ccc3ccccc3c2)n2ncnc2n1,-1,-21,-7,-8,0,-374,17,2,-5
COc1ccc(C(=O)OCC(=O)Nc2cccc(C(C)=O)c2)c(OC)c1OC,5,-8,-2,-6,3,-1,-2,-1,1
CC(=O)Nc1cccc(C(=O)/C=C/c2ccc(Br)cc2)c1,5,-1,12,26,-5,30,20,2,-5
Cc1cc(NC(=O)CSc2ccc3nnc(-c4cccs4)n3n2)no1,-6,14,-7,0,-3,-45,-3,-6,-9
Cc1ccc2c(c1)N(CC(=O)NC1CCCC1)C(=O)CO2,0,15,-18,-4,0,4,-1,2,-13
Cc1ccc(NS(=O)(=O)c2cc(C(=O)N3CCOCC3)ccc2C)cc1C,5,5,-2,-5,2,18,-2,3,-4
CC(=O)c1cccc(NC(=O)c2cc(C)nn2-c2ccccc2)c1,-2,-11,4,-2,0,13,8,-3,-2
CCOC(=O)C1=C(C)C(c2ccccc2OC)NC(=O)N1 (stereo not drawn),-11,4,-2,-4,0,27,-4,-3,-7
CCC(CO)Oc1cc(NC(=O)c2ccc(Cl)cc2)c2ncn(C(C)C)c2c1 (stereo not drawn),-8,-18,-20,0,4,11,8,1,-16
CN(C(=O)Cn1cc([N+](=O)[O-])ccc1=O)C1CCCCC1,2,-7,-3,-4,-4,18,-7,0,6
COc1ccccc1NS(=O)(=O)c1ccc(C)c(NC(=O)C2CCCO2)c1 (stereo not drawn),0,1,-25,0,-2,6,3,2,-4
CCOc1cc(C2C3=C(CC(C)(C)CC3=O)OC3=C2C(=O)CC(C)(C)C3)cc([N+](=O)[O-])c1O,-6,1,0,-10,2,10,-42,3,-5
N/C(COc1cccc(Cl)c1)=N\NS(=O)(=O)c1ccccc1,8,1,7,2,-3,14,5,2,4
CC(C)(C)NC(=O)C(c1cccnc1)N(C(=O)c1ccc(Cl)nc1)C1CCCC1 (stereo not drawn),-6,-4,-15,-1,-2,12,-10,0,-13
